ABCB6 inh MLPCN = ABCB6 transporter inhibitors, primary screen, K562-ABCB6 cells, flow cytometry, MLPCN library; K562-ABCB6 porphyrin accumulation, 1 h; hits give low values; AID 602162, 2011; actives 0.19% (n = 360,000); fluorescence ratio to DMSO, % at 10 µM;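 active means fluorescence ratio to DMSO below 75%, the collection mean minus 3 SD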;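 further: signal is porphyrin accumulated inside mitochondria; 100% equals median channel fluorescence of DMSO control wells; lower ratio means ABCB6 inhibition with less porphyrin fluorescence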
HTR2A ag = mouse Htr2a agonists via beta-arrestin recruitment, primary screen, cell-based, luminescence. activation, % at 7.6 µM. 5-hydroxytryptamine receptor 2A (Mus musculus), P35363. CHO-K1 mHTR2A beta-arrestin complementation; percent of 30 µM serotonin response. actives 0.66% (n = 360,000). AID 624169, 2012;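 active means activation above a run cutoff, the mean activation of all tested compounds plus 3 SD, cut at about 14% in these data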;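 further: 0% = plate median of compound wells and 100% = 30 µM serotonin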
Target sequence (P35363 whole entry, looked up): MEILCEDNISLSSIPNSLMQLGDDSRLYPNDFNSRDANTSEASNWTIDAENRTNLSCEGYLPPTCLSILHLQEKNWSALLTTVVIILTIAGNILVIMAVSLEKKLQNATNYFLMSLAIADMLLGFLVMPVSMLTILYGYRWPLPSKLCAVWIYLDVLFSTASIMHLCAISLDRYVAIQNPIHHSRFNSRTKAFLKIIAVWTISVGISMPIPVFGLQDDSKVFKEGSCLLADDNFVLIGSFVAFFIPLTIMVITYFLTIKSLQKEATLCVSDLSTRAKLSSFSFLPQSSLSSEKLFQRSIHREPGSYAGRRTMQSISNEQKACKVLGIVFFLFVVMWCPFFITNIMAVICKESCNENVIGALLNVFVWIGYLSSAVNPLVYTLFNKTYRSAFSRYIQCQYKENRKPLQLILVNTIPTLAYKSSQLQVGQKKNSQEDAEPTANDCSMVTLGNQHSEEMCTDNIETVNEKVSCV
hiPSC survival = enhancers of single-cell hiPSC survival, primary screen, ATPlite luminescence; survival enhancement, % at 20 µM; actives 0.044% (n = 360,000); 100% = ROCK inhibitor wells, 0% = DMSO; in the data active means survival enhancement above about 18%;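 further: cells exposed to compounds for 16 hours before the ATP read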
ABHD5 PLIN5 PPI = ABHD5-PLIN5 interaction inhibitors, primary screen, cell lysate, split luciferase complementation, luminescence | Perilipin-5 (Homo sapiens) + 1-acylglycerol-3-phosphate O-acyltransferase ABHD5 (Homo … | Split G. princeps luciferase complementation, 4 h | inhibition, % at 4 µM | actives 0.78% (n = 360,000) | AID 602281, 2012;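 active means inhibition above the mean inhibition across every tested compound plus 3 SD, cut at about 22% in these data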;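 further: 0% = DMSO only wells and the 100% control is not disclosed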
MC4R antagonist = MC4R antagonists of cAMP signaling, primary screen, cell-based, TR-FRET, antagonist arm of biased-ligand search | MC4R-expressing cells, MTII-stimulated cAMP, LANCE TR-FRET | inhibition, % at 6.5 µM | actives 0.48% (n = 360,000) | AID 540295, 2011;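 active means inhibition above its plate's cutoff, the mean of tested wells on that plate plus 3 SD, cut at about 29% in these data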;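 further: 0% = Melanotan II alone and 100% = Melanotan II plus saturating MCL0020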
Target sequence (P32245 whole entry, looked up): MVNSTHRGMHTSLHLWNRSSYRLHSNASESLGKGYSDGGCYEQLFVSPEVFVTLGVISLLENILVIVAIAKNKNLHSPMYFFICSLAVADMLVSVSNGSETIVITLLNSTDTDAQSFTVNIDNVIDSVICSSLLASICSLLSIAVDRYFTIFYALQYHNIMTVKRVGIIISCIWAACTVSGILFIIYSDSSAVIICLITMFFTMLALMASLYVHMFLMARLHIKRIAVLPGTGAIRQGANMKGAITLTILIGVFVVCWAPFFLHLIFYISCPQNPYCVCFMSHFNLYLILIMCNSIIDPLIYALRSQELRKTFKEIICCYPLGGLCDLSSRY
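material = U2OS cells stably expressing human melanocortin 4 receptor (MC4R) | also added = Melanotan II challenge | dosing = single nominal compound dose of 6.5 µM | detection = TR-FRET with Eu-cAMP and labeled anti-cAMP, 671 nm | replication = singlicate | timing = compound 30 min, challenge 1 h, detection 1 h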
H9c2 protect = cardioprotection against H2O2-induced cell death, primary screen, uHTS, H9c2 cells, ATPLite luminescence; H9c2 cardiomyocytes, H2O2 injury protection, 2 h; protection from H2O2 cell death, % at 20 µM; actives 0.63% (n = 360,000);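 active means compounds giving at least 50% protection of heart cells from peroxide-induced death in the single-dose screen, raw or plate-pattern-corrected value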;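 further: 0% = DMSO wells with peroxide and 100% = DMSO wells without peroxide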
Granule exo inh = LAMP-1 surface exposure blockers, TALL-104 cells – cell-based, flow cytometry, MLPCN library, primary screen; TALL-104 LAMP-1 surface exposure; cells stimulated with thapsigargin and PMA; actives 0.66% (n = 360,000); inhibition, % at 10 µM; AID 651702, 2012;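 active means inhibition above about 55%, limit read from the data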
MC4R barr agon = MC4R agonists recruiting beta-arrestin, primary screen, cell-based, luminescence, agonist arm of biased-ligand search; Melanocortin receptor 4 (Homo sapiens), P32245; U2OS MC4R beta-arrestin complementation; percent of melanotan II response, DMSO zero; AID 540308, 2011; actives 0.98% (n = 360,000); activation, % at 8.9 µM;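 active means activation above a per-plate cutoff, the mean activation of sample wells on that plate plus 3 SD, cut at about 8% in these data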
aDG glyco up = activators of alpha-DG glycosylation, primary screen, uHTS, Pro5-aDG cells, AlphaScreen; alpha-DG glycosylation AlphaScreen (IIH6); 0% Pro5, 100% B10-LARGE cell signal; activation, % at 10 µM; actives 0.22% (n = 360,000); AID 624168, 2012;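 active means activation of at least 8% versus controls, or a plate z-score of at least 8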;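 further: Pro5 are CHO cells carrying HIG-tagged alpha-DG that lacks glycosylation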
Glyco luc inh = increase of ERlucT glycosylation luciferase signal, primary screen, N-linked glycosylation inhibitor project, D54 ERlucT cells, luminescence, set 2 | D54 ERlucT glycosylation luciferase reporter, 24 h; percent of 100 nM tunicamycin response | reporter increase, % at 12.5 µM | actives 0.23% (n = 360,000) | AID 588692, 2011;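 active means mean luciferase reporter signal, scaled so untreated is 0 and the glycosylation-blocking control 100, at or above a set limit in every replicate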;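 further: luciferase carries N-glycosylation sites so blocking glycosylation raises the light; 0% = median of neutral control wells and 100% = median of 100 nM tunicamycin wells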
The depositor's hits bear a star; & = joins results of further samples; ! = a repeat was not active. An unsorted share of the library. Share with any hit: about 4.5%.

SMILES	ABCB6 inh MLPCN	HTR2A ag	hiPSC survival	ABHD5 PLIN5 PPI	MC4R antagonist	H9c2 protect	Granule exo inh	MC4R barr agon	aDG glyco up	Glyco luc inh
CC(=O)c1nc2ccccc2n1Cc1ccccc1	99.0	-0.8	1.3	4.8	2.9	-5.3	-4.3	-0.8	0.0	0.9
Cn1nccc1C(=O)NC1CC(C)(C)Cc2c1cnn2-c1ccc(F)cc1 (stereo not drawn)	93.0	-1.0	0.5	6.6	1.3	-2.3	-0.2	-2.2	1.0	0.3
Cc1ccc(/C=N/NC(=O)c2csc3c2CCCC3)cc1	94.0	-0.3	-0.6	2.4	-17.4	-11.7	1.5	1.5	-0.1	15.5
COc1ccccc1CNC(=O)C(CCSC)NS(=O)(=O)c1ccc2c(c1)oc(=O)n2C (stereo not drawn)	96.0	5.3	-1.4	-2.5	4.3	13.4	0.9	0.3	0.0	1.9
C=CCn1c(-c2sc(-c3ccccc3)nc2C)n[nH]c1=S	99.0	-1.2	-0.6	-4.6	4.9	-1.9	4.6	-2.6	-0.2	3.5
COC(=O)c1ccc(C(=O)OC)c(NC(=O)CCS(=O)(=O)Cc2ccccc2)c1	108.0	7.5	0.6	3.6	2.2	-1.4	-4.4	-1.1	0.2	-0.5
CN(CC(=O)Nc1ccc(F)c(F)c1F)C(=O)C1CCCO1 (stereo not drawn)	99.0	6.0	-0.4	6.1	-4.6	12.0	-0.8	3.8	0.0	0.0
Cc1cccc(C)c1NC(=O)C(=O)NCC1CCCN1S(=O)(=O)c1ccccc1 (stereo not drawn)	214.0	-4.4	0.0	2.4	3.6	2.0	-0.2	-3.9	0.1	-4.1
COc1ccc(CCNC(=O)c2oc3ccc(OC)cc3c2C)cc1	97.0	-7.2	-0.6	-0.7	-0.6	6.3	1.0	-3.0	-0.1	0.5
Cc1c(C)n(C(=O)CN2CCN(c3ccccn3)CC2)c2ccccc12	93.0	-2.0	-0.2	-0.9	-5.3	9.0	1.0	-0.2	0.8	-1.1
COc1ccccc1CNC(=O)C1CCC(CNS(=O)(=O)c2ccc(F)cc2)CC1 (stereo not drawn)	95.0	20.9*	-0.6	-6.7	-1.7	3.9	-3.7	-1.8	0.0	-3.7
CCC(C(=O)NCc1ccccc1OC)c1ccccc1 (stereo not drawn)	95.0	0.2	-0.4	2.2	4.4	2.5	-1.5	-0.9	-0.3	-1.9
COc1ccccc1Cn1c(CCCO)nc2ccccc21	190.0	1.0	4.6	-2.5	14.5	-6.1	-13.2	0.2	0.3	-0.1
COc1cccc(CNC(=O)C2(C)CCCCN2C)c1 (stereo not drawn)	94.0	-1.1	6.6	9.9	6.0	1.4	2.6	1.7	0.0	-6.5
Cc1ccc(S(=O)(=O)N(C)CC(=O)N2CCC(C(N)=O)CC2)cc1	90.0	3.5	-0.3	0.4	-1.1	-0.7	7.0	-1.5	0.0	-0.4
O=C(Nc1ccccc1Cl)c1cc(C2CCCN(C(=O)C3CCCCC3)C2)on1 (stereo not drawn)	101.0	-3.2	2.1	3.0	15.2	-11.9	6.6	0.4	0.1	-1.1
Cc1ccc(NC(=O)CCSc2nc(C)cc(C)n2)cc1	123.0	-4.2	2.6	3.6	4.2	-6.5	-3.5	-1.1	0.3	2.0
CC(C)c1nc(=S)c2ccccc2[nH]1	95.0	0.0	-1.1	1.3	-0.4	-1.6	-0.1	-0.8	0.0	3.9
CCOc1ccc(N(Cc2nnc3n2CCCCC3)C(=O)Nc2cccc(C)c2)cc1	99.0	2.3	-0.6	5.3	4.6	0.8	0.5	-0.3	-0.2	1.8
O=C(Nc1ccc(Cl)cc1)OCc1cn(-c2ccc(Cl)cc2)nn1	98.0	-4.1	-1.7	-0.2	0.6	-14.7	-1.1	-0.3	0.2	1.6
C=CCNC(=O)c1c(CSc2ccccc2)noc1C(=O)NCc1ccccc1	96.0	-1.2	-0.4	8.8	4.1	-5.0	18.0	3.2	0.4	-0.9
CSCCC(NC(=O)C12CC3CC(CC(C3)C1)C2)C(=O)OCC(=O)c1ccc(C)cc1 (stereo not drawn)	104.0	-0.5	0.1	7.0	3.4	-0.3	-2.2	-1.6	0.0	2.1
CNCc1c(OCc2ccc(F)cc2)ccc2ccccc12	101.0	-7.0	-0.2	2.8	-4.7	-13.2	5.4	-0.8	1.6	-2.4
Cc1cccc(CN2CCC(CNC(=O)Nc3ccccc3F)CC2)c1	98.0	-2.9	0.4	-1.1	4.1	1.6	13.7	0.2	0.1	-0.8
COc1cc(N=c2ssnc2Cl)c(OC)cc1Cl	104.0&104.0	-5.6&7.3	4.7&-0.6	41.2*!	16.8&3.6	-0.5&-31.3	98.9*!	-0.2&0.0	-0.4&0.3	4.2&4.3

Brought forward from above: 4 compounds, followed by the next part.
SMILES	ABCB6 inh MLPCN	HTR2A ag	hiPSC survival	ABHD5 PLIN5 PPI	MC4R antagonist	H9c2 protect	Granule exo inh	MC4R barr agon	aDG glyco up	Glyco luc inh
CSCCC(NC(=O)C12CC3CC(CC(C3)C1)C2)C(=O)OCC(=O)c1ccc(C)cc1 (stereo not drawn)	104.0	-0.5	0.1	7.0	3.4	-0.3	-2.2	-1.6	0.0	2.1
CNCc1c(OCc2ccc(F)cc2)ccc2ccccc12	101.0	-7.0	-0.2	2.8	-4.7	-13.2	5.4	-0.8	1.6	-2.4
Cc1cccc(CN2CCC(CNC(=O)Nc3ccccc3F)CC2)c1	98.0	-2.9	0.4	-1.1	4.1	1.6	13.7	0.2	0.1	-0.8
COc1cc(N=c2ssnc2Cl)c(OC)cc1Cl	104.0&104.0	-5.6&7.3	4.7&-0.6	41.2*!	16.8&3.6	-0.5&-31.3	98.9*!	-0.2&0.0	-0.4&0.3	4.2&4.3
COc1ccc(NC(=O)c2ccco2)cc1NC(=O)c1ccc(C#N)cc1F	99.0	0.7	0.0	1.2	-4.8	2.3	-0.3	-0.7	-0.3	-2.8
Clc1c2c(nc3ccccc13)CCC2	100.0	6.0	0.2	1.2	6.9	-0.9	-2.8	0.0	0.0	1.2
CCOc1ccc(NC(=O)CC2C(=O)N(c3ccc(OC)cc3)C(=O)N2CCc2ccc(OC)c(OC)c2)cc1 (stereo not drawn)	88.0	0.9	1.7	0.3	14.8	-3.9	-2.5	-3.4	-0.1	1.8
CCNc1nc(NCC)n2c(SCC(=O)Nc3ccc(C(F)(F)F)cc3[N+](=O)[O-])nnc2n1	99.0	0.5	0.3	-5.3	-8.0	0.8	-0.1	0.4	-0.1	1.2
Cc1ccc(Cn2c(C(C)Nc3nc(-c4ccc(C)cc4)cs3)nc3cc(Cl)c(Cl)cc32)cc1 (stereo not drawn)	95.0	8.6	3.0	2.9	-0.4	-13.4	23.1	1.2	0.0	-2.8
O=C(NCCc1ccc(Cl)cc1)C1CCC(=O)N1C1CCCC1 (stereo not drawn)	99.0	-6.3	0.9	0.7	15.1	1.6	-5.0	-0.4	2.6	-0.5
COc1ccc(S(=O)(=O)N2CCN(C(=O)c3cc(C)oc3C)CC2)cc1	96.0	0.3	-4.5	3.9	0.8	-2.1	-1.3	-0.7	0.0	0.6
CNC(=O)NC(=O)CSc1ccc(S(=O)(=O)N2CCOCC2)cn1	105.0	-2.4	3.1	-5.9	5.5	-6.7	0.8	-0.5	0.1	1.0
Cc1ccc(C)n1-c1ccc(C(=O)NC2CCN(Cc3ccccc3)CC2)cc1	98.0	5.0	-3.7	3.5	2.1	-0.8	0.2	0.8	0.4	2.3
CCCN(CCC)CCCNC(=O)C1c2cc(OC)c(OC)cc2C(=O)N(C)C1c1cccs1 (stereo not drawn)	100.0	10.5	-1.4	7.2	-1.1	9.8	2.0	0.6	-0.1	1.6
O=C(Cn1c(=S)nc2ccccn21)N1CCc2ccccc2C1	98.0	0.1	-1.3	2.9	-1.8	24.6	1.0	-0.5	-0.2	-1.2
CC(=O)N1CCc2c(sc(NC(=O)CCS(=O)(=O)c3ccc(C)cc3)c2C(N)=O)C1	98.0	1.6	0.4	-0.9	10.6	7.1	11.2	-3.7	0.2	2.9
O=C(CCc1ccccc1)Nc1ccc(S(=O)(=O)Nc2nccs2)cc1	102.0	4.3	0.3	1.1	9.2	1.6	-2.3	-1.4	-0.2	-2.2
O=C1OC(N2C(=O)CC[C@H]2C(=O)Nc2ccc(F)c(F)c2)c2ccccc21 (stereo partly drawn)	108.0	-0.7	9.4	-5.2	12.1	1.9	7.2	-0.5	0.1	1.8
Cc1cc(C)c(S(=O)(=O)N2CCOC2CNC(=O)C(=O)NCCc2ccc(S(N)(=O)=O)cc2)c(C)c1 (stereo not drawn)	101.0	-0.4	-1.1	2.3	-4.0	-5.3	-1.7	1.3	-0.4	-0.9

Reformatted: results already given
Every second line gives: ABCB6 inh MLPCN	HTR2A ag	hiPSC survival	ABHD5 PLIN5 PPI	MC4R antagonist	H9c2 protect	Granule exo inh	MC4R barr agon	aDG glyco up	Glyco luc inh
- COc1cccc(CNC(=O)C2(C)CCCCN2C)c1 (stereo not drawn)
    94.0	-1.1	6.6	9.9	6.0	1.4	2.6	1.7	0.0	-6.5
- Cc1ccc(S(=O)(=O)N(C)CC(=O)N2CCC(C(N)=O)CC2)cc1
    90.0	3.5	-0.3	0.4	-1.1	-0.7	7.0	-1.5	0.0	-0.4

Whole records, quoted from the list. Order of values: ABCB6 inh MLPCN | HTR2A ag | hiPSC survival | ABHD5 PLIN5 PPI | MC4R antagonist | H9c2 protect | Granule exo inh | MC4R barr agon | aDG glyco up | Glyco luc inh
CCOc1ccc(NC(=O)CC2C(=O)N(c3ccc(OC)cc3)C(=O)N2CCc2ccc(OC)c(OC)c2)cc1 (stereo not drawn) as listed: 88.0 | 0.9 | 1.7 | 0.3 | 14.8 | -3.9 | -2.5 | -3.4 | -0.1 | 1.8
CC(=O)N1CCc2c(sc(NC(=O)CCS(=O)(=O)c3ccc(C)cc3)c2C(N)=O)C1 as listed: 98.0 | 1.6 | 0.4 | -0.9 | 10.6 | 7.1 | 11.2 | -3.7 | 0.2 | 2.9

Compound activity from PubChem BioAssay.
